Screening results as filed in PubChem BioAssay.
USP1 inh = blocks the human USP1/UAF1 deubiquitinase complex | Potency, µM (top dose mostly 57.1 µM), for the others: top-dose activity change, negative = inhibition, usual class: inhibitors | recombinant USP1/UAF1, Ub-Rhodamine cleavage fluorescence | O94782 | actives 0.23% (n = 390,000) | AID 743255; further: potency means the concentration at half of the fitted maximal effect; on the % scale 0 is the no-effect control and ±100 the full control effect; nearly all actives have a fitted effect of over 60% in size; inactives centre near -12
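Step one: compound is pinned into 1nM USP1/UAF1 in HEPES pH 7.8 buffer with TCEP. Step two: 15 min room-temperature incubation. Step three: Ub-Rho (150nM final) starts cleavage, tracked by fluorescence over six one-minute reads.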
GRP78 ERSR act = induces the endoplasmic reticulum stress response in human glioma cells | AID 602332 | U87-MG GRP78 promoter luciferase reporter, 16 h | Potency, µM, without a hit: at the top dose activation, hits mostly activators | actives 0.02% (n = 420,000); further: potency means the concentration at half of the fitted maximal effect; series mostly up to about 76 µM; % of control where 0% means no effect; nearly all actives have a fitted effect of over 35% in size
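ERSR induction read as luciferase luminescence (Bright-Glo, 10 min at room temperature) in stably transfected human U87-MG glioma cells exposed to compounds for 16 h, using GRP78 as sensor.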
RXFP1 agonist = RXFP1 (human) receptor agonism; Potency, µM (series often up to 57.5 µM), inactives show top-dose activation, hits mostly activators; AID 2676; HEK293T-RXFP1 cAMP TR-FRET, 30 min; response scale: percent of porcine relaxin response, buffer zero; actives 0.3% (n = 370,000); further: potency means the concentration at half of the fitted maximal effect; on the % scale 0 is the no-effect control and ±100 the full control effect; nearly all actives have a fitted effect of over 60% in size; many of its hits are not listed in these tables
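Agonist response is measured as cAMP accumulation in an RXFP1-transfected HEK293T line under PDE4 inhibition. Values are scaled between buffer-only and 29 nM porcine relaxin, and EC50s come from standard Hill equation fits.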
TrxR1 substrate = rat thioredoxin reductase 1 substrate activity; O89049; purified TrxR1 substrate turnover, NADPH consumption readout; Potency, µM (series often up to 114 µM), without a hit: top-dose activity change, negative = substrate turnover; actives 0.01% (n = 390,000); AID 588456; further: potency means the concentration at half of the fitted maximal effect; on the % scale 0 is the no-effect control and ±100 the full control effect; nearly all actives have a fitted effect of over 50% in size
Target sequence (O89049 whole entry, looked up): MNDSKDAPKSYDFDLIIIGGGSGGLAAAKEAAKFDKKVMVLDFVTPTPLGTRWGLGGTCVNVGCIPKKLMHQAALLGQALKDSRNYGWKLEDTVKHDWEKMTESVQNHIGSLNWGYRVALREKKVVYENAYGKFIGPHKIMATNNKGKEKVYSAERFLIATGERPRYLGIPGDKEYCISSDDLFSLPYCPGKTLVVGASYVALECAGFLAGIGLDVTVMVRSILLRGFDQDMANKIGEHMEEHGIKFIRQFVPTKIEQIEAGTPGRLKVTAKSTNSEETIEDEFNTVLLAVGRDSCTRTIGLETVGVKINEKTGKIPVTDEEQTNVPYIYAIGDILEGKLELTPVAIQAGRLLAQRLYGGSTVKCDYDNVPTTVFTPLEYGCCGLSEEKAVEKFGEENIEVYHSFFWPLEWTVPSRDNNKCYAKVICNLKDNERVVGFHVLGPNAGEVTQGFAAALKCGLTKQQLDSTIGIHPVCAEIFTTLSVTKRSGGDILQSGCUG
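Rat TrxR1, dispensed at 90 nM, was prereduced with 400 uM NADPH (final) for 5 min at ~22 deg C, then incubated with compound 15 min before 400 uM selenite. A first-read NADPH fluorescence drop versus no-compound background flagged substrates.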
mIDH1 inhibitor = blocks human mutant IDH1 R132H enzyme; IDH1-R132H enzyme, NADPH consumption, diaphorase/resazurin fluorescence; actives 0.093% (n = 390,000); Potency, µM (top dose mostly 76.6 µM), for inactives: top-dose activity change, negative = inhibition, actives largely listed as inhibitors; O75874; further: potency means the concentration at half of the fitted maximal effect; on the % scale 0 is the no-effect control and ±100 the full control effect; nearly all actives have a fitted effect of over 65% in size
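IDH1-R132H (0.5 ug/mL dispensed) in pH 7.5 Tris buffer was preincubated 30 min with compound, then given a substrate mix of 0.016 mM NADPH and 2 mM alpha-KG for 80 min at room temperature; remaining NADPH was read by diaphorase/resazurin fluorescence.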
Vif-A3G inh = blocks the Vif interaction with human APOBEC3G | actives 0.076% (n = 410,000) | Q9HC16 | Potency, µM (doses to about 46.1 µM), for inactives: at the top dose activity, negative = active, usual class: inhibitors | HeLa A3G-eYFP + Vif (tagged APOBEC3G with the HIV-1 protein that degrades it), YFP fluorescence, overnight | AID 602310;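 further: potency means the concentration at half of the fitted maximal effect; on the % scale 0 is the no-effect control and ±100 the full control effect; nearly all actives have a fitted effect of over 60% in size; hits raise eYFP signal because A3G escapes Vif-driven loss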
Target sequence (Q9HC16 whole entry, looked up): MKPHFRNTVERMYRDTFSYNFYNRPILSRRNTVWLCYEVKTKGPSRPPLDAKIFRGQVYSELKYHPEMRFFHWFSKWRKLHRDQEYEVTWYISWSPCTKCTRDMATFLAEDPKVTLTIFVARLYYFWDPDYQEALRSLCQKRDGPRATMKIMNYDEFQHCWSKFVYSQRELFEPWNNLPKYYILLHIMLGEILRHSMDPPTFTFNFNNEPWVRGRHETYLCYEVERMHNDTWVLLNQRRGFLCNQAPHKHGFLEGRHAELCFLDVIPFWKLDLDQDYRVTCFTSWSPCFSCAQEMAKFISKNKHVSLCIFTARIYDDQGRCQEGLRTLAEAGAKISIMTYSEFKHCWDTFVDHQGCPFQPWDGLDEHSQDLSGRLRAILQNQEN
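HeLa cells stably expressing Vif and C-terminally eYFP-tagged A3G, seeded overnight at 37 deg C, then exposed to compound by pintool overnight at 37 deg C. Rise in yellow fluorescence (Ex 488/Em 500-530, Acumen) marks blocked Vif-driven A3G degradation.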
PI4K2A inh = PI4K2A (human) kinase inhibition | Q9BTU6 | purified PI4K2A, ADP-Glo luminescence, 1 h; hits give low values | actives 0.13% (n = 420,000) | AID 1346378 | activity change, negative = inhibition, % at 76.9 µM; in the data active means activity change below about -50%; inconclusive means mostly about -30% to -49%;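 further: -100% = wells without enzyme as full effect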
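Compounds are screened against recombinant PI4K2A using PI as substrate and ATP, the latter dispensed at 300 microM. Reactions run one hour at ambient temperature before ADP-Glo detection; full inhibition defined by wells lacking enzyme.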
Vif-APOBEC3F blk = blocks the Vif interaction with APOBEC3F; HeLa A3F-eYFP + Vif (tagged APOBEC3F with the HIV-1 protein that degrades it), YFP fluorescence increase; actives 0.2% (n = 390,000); Potency, µM (highest dose often 46.1 µM), for the others: at the top dose activity, negative = active; further: potency means the concentration at half of the fitted maximal effect; % of control where 0% means no effect; nearly all actives have a fitted effect of over 65% in size
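HeLa cells stably expressing Vif plus C-terminally eYFP-tagged A3F were seeded, incubated overnight at 37 deg C, dosed with compound, incubated overnight again at 37 deg C. Yellow fluorescence (Ex 488/Em 500-530) reported blocked Vif-mediated A3F-eYFP degradation.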
LDHA block = blocks human lactate dehydrogenase A; P00338; activity change, % (values are at about 110 or 230 µM); AID 1347041; purified LDHA, NADH/diaphorase-resazurin fluorescence; hits give low values; actives 0.15% (n = 480,000); in the data active means activity change below about -30%; inconclusive means mostly about -25% to -30%;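 further: plate controls were DMSO wells for no effect and wells without enzyme for full effect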
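Resorufin fluorescence (ex540/em590), read at 0 and 20 min after diaphorase/resazurin addition, reports the NADH left after a 5 min room-temperature reaction of 2 nM human LDH5 with 0.06 mM NADH and 0.2 mM pyruvate.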
Numbers without * were called inactive; & = joins results of further samples; [ ] = dose if it differs, or a comment. Unless noted, the call rests on the fitted dose curve; in most records, active means well fitted curve in the direction sought with a large enough effect; inconclusive means small, poorly fitted or top-dose-only effect, or another doubt; inactive means no such curve, though single readings can be large; an effect the other way counts as inactive or inconclusive.

Cc1ccc(OC/C(O)=C(\C#N)c2nc3ccccc3s2)cc1 was read as USP1 inh -22%, GRP78 ERSR act -5%, RXFP1 agonist -1.2%, TrxR1 substrate -1%, mIDH1 inhibitor 9%, Vif-A3G inh 1%, PI4K2A inh -2, Vif-APOBEC3F blk -3% and LDHA block -1.
Cc1cc(C)c2nc(N(Cc3cccnc3)C(=O)Cc3ccccc3)sc2c1 was read as USP1 inh -6%, GRP78 ERSR act -2%, RXFP1 agonist 2.7%, TrxR1 substrate -1%[57.1 µM], mIDH1 inhibitor 2%, Vif-A3G inh 1%, PI4K2A inh 0, Vif-APOBEC3F blk 2% and LDHA block -1.
Screening O=C(Cn1cc(C(F)(F)F)ccc1=O)N/N=C/c1ccc(Cl)cc1Cl returned USP1 inh 3%, GRP78 ERSR act -6%, RXFP1 agonist 0.6%, TrxR1 substrate -2%, mIDH1 inhibitor 4%, Vif-A3G inh 0%, PI4K2A inh -1, Vif-APOBEC3F blk -17% and LDHA block -7.
Screening O=C1SCCC1NS(=O)(=O)c1ccc([N+](=O)[O-])cc1 (configuration not stated) returned USP1 inh -11%, GRP78 ERSR act 1%, RXFP1 agonist -0.3%, TrxR1 substrate 2%, mIDH1 inhibitor 0%, Vif-A3G inh 1%, PI4K2A inh -5, Vif-APOBEC3F blk 0% and LDHA block -2.
O=C(/C=C/NNC(=O)c1ccccc1)c1ccccc1 was read as USP1 inh -12%, GRP78 ERSR act 13%, RXFP1 agonist 0.3%, TrxR1 substrate -14%, mIDH1 inhibitor 15%, Vif-A3G inh -12%, PI4K2A inh 10, Vif-APOBEC3F blk -3% and LDHA block -4.
`CCCCN(CCCNC(=O)c1ccc2c(c1)NC(=O)CN2C)c1ccccc1` gave USP1 inh -30%, GRP78 ERSR act -13%, mIDH1 inhibitor -2%, Vif-A3G inh -21%, PI4K2A inh 0, Vif-APOBEC3F blk -2% and LDHA block 6.
For OCCN(Cc1cccnc1)Cc1ccccn1 the results were USP1 inh -16%, GRP78 ERSR act -4%, TrxR1 substrate -3%[11.4 µM], mIDH1 inhibitor 5%, Vif-A3G inh -1%, PI4K2A inh inconclusive, Vif-APOBEC3F blk 6% and LDHA block 18.
`O=C(c1cccc(S(=O)(=O)N2CCCC2)c1)N1CCN(c2ccccc2)CC1` gave USP1 inh -10%, GRP78 ERSR act -3%, RXFP1 agonist -1.2%, TrxR1 substrate 6%, mIDH1 inhibitor 1%, Vif-A3G inh inconclusive, PI4K2A inh -4, Vif-APOBEC3F blk -13% and LDHA block -3.
Cc1ccc([C@@H]2CC(=O)[C@@H]3CN(S(=O)(=O)c4ccc(C)cc4)[C@H](c4cccc(Cl)c4)C[C@@H]3N2S(=O)(=O)c2ccc(Cl)cc2)cc1 was read as USP1 inh -10%, GRP78 ERSR act -4%, mIDH1 inhibitor 1%, Vif-A3G inh -8%, PI4K2A inh 0, Vif-APOBEC3F blk 4% and LDHA block -7.
CCOC(=O)c1oc2ccccc2c1CN1CCOCC1 was read as USP1 inh -13%, GRP78 ERSR act -4%, RXFP1 agonist 0.3%, TrxR1 substrate -4%, mIDH1 inhibitor 9%, Vif-A3G inh 0%, PI4K2A inh 2, Vif-APOBEC3F blk -3% and LDHA block -2.
For COc1ccc(-c2cc3c(=O)n(CC(=O)Nc4ccc(Cl)cc4)nc(C)n3n2)cc1 the results were USP1 inh -10%, GRP78 ERSR act 0%, RXFP1 agonist 1.2%, TrxR1 substrate 5%, mIDH1 inhibitor -8%, Vif-A3G inh 4%, PI4K2A inh -3, Vif-APOBEC3F blk 2% and LDHA block -1.
`O=C(c1cc(COc2ccc(F)cc2Cl)on1)N1CCC(OCc2cccnc2)CC1` gave USP1 inh -13%, GRP78 ERSR act -1%, RXFP1 agonist -4.0%, TrxR1 substrate -5%[57.1 µM], mIDH1 inhibitor 6%, Vif-A3G inh 2%, PI4K2A inh -21, Vif-APOBEC3F blk 5% and LDHA block 2.
COc1ccc(S(=O)(=O)N2CCC(C(=O)N3CCN(c4ccccc4OC)CC3)CC2)cc1 was read as USP1 inh -27%, GRP78 ERSR act -3%, RXFP1 agonist 0.1%, TrxR1 substrate 0%, mIDH1 inhibitor 0%, Vif-A3G inh -1%, PI4K2A inh -14, Vif-APOBEC3F blk -3% and LDHA block -2.
O=C(Cn1c(=O)n(Cc2nc(-c3ccccc3)no2)c(=O)c2cc3c(cc21)OCO3)Nc1ccc(Cl)cc1 was read as USP1 inh -6%, GRP78 ERSR act -3%, RXFP1 agonist 3.8%, TrxR1 substrate 9%, mIDH1 inhibitor -1%, Vif-A3G inh 3%, PI4K2A inh 2, Vif-APOBEC3F blk 2% and LDHA block -15.
`O=C(Cn1cnc2ccccc2c1=O)Nc1nnc(C2CC2)s1` gave USP1 inh -5%, GRP78 ERSR act -4%, RXFP1 agonist 13%, TrxR1 substrate -9%, mIDH1 inhibitor 0%, Vif-A3G inh 1%, PI4K2A inh -3, Vif-APOBEC3F blk 2% and LDHA block -8.
For Cc1[nH]c2ccccc2c1C(c1ccncc1)N1CCN(c2ccccn2)CC1 (configuration not stated) the results were USP1 inh -19%, GRP78 ERSR act -2%, RXFP1 agonist 0.3%, TrxR1 substrate 11%[57.1 µM], mIDH1 inhibitor 2%, Vif-A3G inh 0%, PI4K2A inh -13, Vif-APOBEC3F blk -3% and LDHA block -5.
Nc1nc2c(ncn2[C@@H]2O[C@H](CNCc3cnc(N4CCOCC4)s3)[C@@H](O)[C@H]2O)c(=O)[nH]1 was read as GRP78 ERSR act -1%, Vif-A3G inh 0%, PI4K2A inh -3 and LDHA block -5.
`COc1ccc(CNC(=O)C2CCC(CNS(=O)(=O)c3cccc4cccnc34)CC2)cc1` (configuration not stated) gave USP1 inh -12%, GRP78 ERSR act -2%, RXFP1 agonist 0.0%, TrxR1 substrate -7%, mIDH1 inhibitor 1%, Vif-A3G inh 1%, PI4K2A inh 1, Vif-APOBEC3F blk -23% and LDHA block -4.
COc1ccc(/C=C2/SC(=O)N(CCNC(=O)C3CCCN3C(=O)c3cccs3)C2=O)cc1 (configuration not stated) was read as USP1 inh -8%, GRP78 ERSR act 3%, RXFP1 agonist 0.7%, TrxR1 substrate -8%[57.1 µM], mIDH1 inhibitor 7%, Vif-A3G inh -3%, PI4K2A inh -17, Vif-APOBEC3F blk -4% and LDHA block 2.
Screening CCN1CCN(c2oc(/C=C/c3ccccc3OC)nc2C#N)CC1 returned USP1 inh 2%, GRP78 ERSR act -1%, RXFP1 agonist 11%, TrxR1 substrate 270%[activator], mIDH1 inhibitor 0%, Vif-A3G inh -10%, PI4K2A inh 1, Vif-APOBEC3F blk -4% and LDHA block 5&-5.
`CC1CN(C(=O)Nc2ccc(C(=O)NCCc3ccccc3Cl)cc2)c2ccccc2S1` (configuration not stated) gave USP1 inh -1%, GRP78 ERSR act -2%, RXFP1 agonist -6.4%, TrxR1 substrate 6%, mIDH1 inhibitor 0%, Vif-A3G inh 5%, PI4K2A inh -1, Vif-APOBEC3F blk -1% and LDHA block 2.
For Cn1nc(C(=O)N2CCC(C(N)=O)CC2)c2c1-c1ccccc1SC2 the results were USP1 inh -17%, GRP78 ERSR act -2%, RXFP1 agonist 1.6%, TrxR1 substrate -1%, mIDH1 inhibitor 11%, Vif-A3G inh -2%, PI4K2A inh 5, Vif-APOBEC3F blk 5% and LDHA block -4.
For CN(C(=O)COC(=O)CSc1ccc([N+](=O)[O-])cc1)c1ccccc1 the results were USP1 inh -2%, GRP78 ERSR act 0%, RXFP1 agonist -0.8%, TrxR1 substrate -7%, mIDH1 inhibitor 6%, Vif-A3G inh 0%, PI4K2A inh -3, Vif-APOBEC3F blk 6% and LDHA block -6.

3 compounds drawn at random from those above, as already listed:
`O=C(c1cccc(S(=O)(=O)N2CCCC2)c1)N1CCN(c2ccccc2)CC1` gave USP1 inh -10%, GRP78 ERSR act -3%, RXFP1 agonist -1.2%, TrxR1 substrate 6%, mIDH1 inhibitor 1%, Vif-A3G inh inconclusive, PI4K2A inh -4, Vif-APOBEC3F blk -13% and LDHA block -3.
For COc1ccc(-c2cc3c(=O)n(CC(=O)Nc4ccc(Cl)cc4)nc(C)n3n2)cc1 the results were USP1 inh -10%, GRP78 ERSR act 0%, RXFP1 agonist 1.2%, TrxR1 substrate 5%, mIDH1 inhibitor -8%, Vif-A3G inh 4%, PI4K2A inh -3, Vif-APOBEC3F blk 2% and LDHA block -1.
`CC1CN(C(=O)Nc2ccc(C(=O)NCCc3ccccc3Cl)cc2)c2ccccc2S1` (configuration not stated) gave USP1 inh -1%, GRP78 ERSR act -2%, RXFP1 agonist -6.4%, TrxR1 substrate 6%, mIDH1 inhibitor 0%, Vif-A3G inh 5%, PI4K2A inh -1, Vif-APOBEC3F blk -1% and LDHA block 2.

Some of the compounds tested, so the mix of outcomes need not match the whole.
